High-throughput results: PubChem, several laboratories
Arr AP2 block = inhibitors of beta-arrestin/AP2 binding, primary screen, biochemical, GPCR trafficking, flow cytometry | beta-arrestin 1 C-terminal peptide binding to AP2 beta2-adaptin appendage (human) | FITC-arrestin peptide / GST-AP2 beads; AP2 beta2 appendage carries R879A mutation | inhibition, % at 10 µM | actives 0.31% (n = 340,000);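 active = inhibition above a set limit, near 3 SD of compounds lacking own fluorescence, cut at about 54% in these data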;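 also: plate controls were DMSO wells for no effect and 5 µM unlabelled arrestin peptide for full effect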
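System: GST-AP2 R879A glutathione beads. Medium: PBS with 0.05% Tween 20 and 0.1% BSA. Also added: FITC-arrestin peptide, 50 nM. Incubation: 12 min plus 1 h, RT. Measured by: high-throughput flow cytometry of beads, ex 488, em 535 nm. Evaluation: percent drop in bead-associated FITC signal.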
C-LANA FP = inhibitors of KSHV C-LANA binding to DNA, primary screen, biochemical, fluorescence polarization, FAM-LBS DNA, MBP-C-LANA, single point. Kaposi's sarcoma herpesvirus LANA C-terminal domain (residues 932-1162) DNA binding. AID 504423, 2011. actives 0.078% (n = 340,000). inhibition, % at 9 µM;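 active = highest replicate inhibition at or above 60% at 9 µM, even if other replicates fall short; inactive = all replicates below 60% inhibition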;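 also: 0% = neutral control wells and 100% = 4 µM acridine orange control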
SR-BI DiI inh = inhibitors of SR-BI mediated HDL lipid uptake, primary screen, ldlA[mSR-BI] cells, fluorescence, single point | Scavenger receptor class B member 1 (Mus musculus), Q61009 | actives 0.96% (n = 320,000) | inhibition, % at 12.5 µM | AID 488896, 2010 | ldlA[mSR-BI] CHO cells, DiI-HDL uptake fluorescence, 3 h;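 active = mean replicate inhibition of at least 70% and a set share of replicates each scoring 70 or more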;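 also: 0% = median of neutral control wells and 100% = median of positive control wells; values of inactives mirror those of a sister screen read the other way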
Target sequence (Q61009 whole entry, looked up): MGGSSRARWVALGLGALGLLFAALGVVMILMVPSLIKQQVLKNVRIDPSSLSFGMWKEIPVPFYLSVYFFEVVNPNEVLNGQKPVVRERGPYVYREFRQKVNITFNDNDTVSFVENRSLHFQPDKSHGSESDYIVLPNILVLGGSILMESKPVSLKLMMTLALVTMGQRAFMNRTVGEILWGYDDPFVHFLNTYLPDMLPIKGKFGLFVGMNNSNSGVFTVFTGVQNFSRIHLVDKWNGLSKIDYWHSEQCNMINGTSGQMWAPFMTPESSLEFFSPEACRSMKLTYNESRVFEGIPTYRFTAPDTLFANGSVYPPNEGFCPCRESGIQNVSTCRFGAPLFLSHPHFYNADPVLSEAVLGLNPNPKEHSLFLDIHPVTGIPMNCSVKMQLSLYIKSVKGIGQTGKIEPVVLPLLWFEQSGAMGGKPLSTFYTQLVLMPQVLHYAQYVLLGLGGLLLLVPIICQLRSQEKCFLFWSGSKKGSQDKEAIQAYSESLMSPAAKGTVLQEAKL
NSD2 inh = NSD2 histone methyltransferase inhibitors, primary screen, biochemical, AlphaScreen, single concentration, set 2; Histone-lysine N-methyltransferase NSD2 (Homo sapiens), O96028; NSD2 peptide methylation, 120 min; inhibition, % at 12.5 µM; actives 0.54% (n = 310,000); AID 743445, 2014; in the data active = inhibition above about 50%
DAGLB inh = DAGLB lipase inhibitors, primary screen, biochemical, fluorescence, HTS. inhibition, % at 5.17 µM. HEK293T DAGLB membrane lysate, EnzChek fluorogenic substrate. AID 504411, 2011. actives 0.059% (n = 340,000); in the data active = inhibition above about 34%;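 also: 0% = enzyme with vehicle and 100% = wells lacking enzyme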
PKA-R2B act = activators of PKA-R2B holoenzyme, primary screen, biochemical, fluorescence polarization, Cy5-IP20, human; cAMP-dependent protein kinase catalytic subunit beta (Homo sapiens) + cAMP-dependent …; PKA-R2B holoenzyme dissociation; R2B truncated from residue 108, S112A mutant; 0% DMSO only, 100% 113 µM cGMP; activation, % at 11.4 µM; actives 0.079% (n = 340,000); AID 504700, 2011;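 active = activation above a cutoff set at the mean over all compounds plus 3 SD, cut at about 18% in these data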;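 also: higher means more holoenzyme dissociation and a rise in polarization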
Target sequence (P31323 whole entry, looked up, other chains not shown, the tested form may be a part): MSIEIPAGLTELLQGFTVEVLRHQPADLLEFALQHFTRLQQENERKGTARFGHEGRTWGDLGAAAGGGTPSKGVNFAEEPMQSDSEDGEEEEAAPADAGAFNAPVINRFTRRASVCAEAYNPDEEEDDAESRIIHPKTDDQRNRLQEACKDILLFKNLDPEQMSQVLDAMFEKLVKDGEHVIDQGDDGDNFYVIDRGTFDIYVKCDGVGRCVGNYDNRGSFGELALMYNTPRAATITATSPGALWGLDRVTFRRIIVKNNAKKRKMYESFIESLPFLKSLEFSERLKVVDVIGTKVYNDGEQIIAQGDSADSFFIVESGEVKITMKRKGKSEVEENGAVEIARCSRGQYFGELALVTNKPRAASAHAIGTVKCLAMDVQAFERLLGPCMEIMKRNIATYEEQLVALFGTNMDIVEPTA
PvdQ acylase = P. aeruginosa PvdQ acylase inhibitors, primary screen, biochemical, fluorescence, plate reader and imaging, single point. PvdQ acylase [Pseudomonas aeruginosa LESB58]. purified PvdQ acylase. inhibition, % at 10 µM. actives 0.063% (n = 340,000). AID 488965, 2010; in the data active = inhibition above about 30%, passing the limit was not always enough;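 also: 0% = vehicle neutral wells and 100% = reference inhibitor wells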
Keap1 Nrf2 FP = Keap1-Nrf2 protein-protein interaction inhibitors, primary screen, biochemical, fluorescence polarization, single point; Keap1 Kelch-Nrf2 peptide fluorescence polarization, 1536-well; inhibition, % at 9.4 µM; actives 0.15% (n = 340,000); in the data active = inhibition above about 12%;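 also: human Keap1 Kelch domain with fluorescein labeled Nrf2 9mer peptide probe; 0% = neutral control wells and 100% = peptide positive control; higher means more block of Keap1 binding to Nrf2 peptide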
SR-BI DiI-HDL act = activators of SR-BI mediated DiI-HDL uptake, primary screen, ldlA[mSR-BI] CHO cells, DiI fluorescence; 3 h; 100 = double the neutral-control signal; activation, % at 12.5 µM; actives 0.096% (n = 320,000); AID 504775, 2011;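 active = mean replicate activation of at least 60% and every replicate at or above 60%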;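 also: 0% = median plate neutral-control signal and 100% = twice that signal; values of inactives mirror those of a sister screen read the other way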
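system = CHO ldlA[mSR-BI] cells, LDL receptor-null, SR-BI overexpressing | medium = Ham's F12 with 0.5% BSA, HEPES 25 mM, pH 7.4 | probe or stimulus = DiI-HDL 10 µg/mL | compound dosing = single-point compound dose | incubation = compound exposure 3 h, 37 °C | technique = DiI fluorescence, bottom read | read-out = cell-associated DiI fluorescence as measure of HDL uptake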
Cardiac RTF inh = cardiac RTF calcium sensitivity inhibitors, primary screen, biochemical, IANBD-TnC fluorescence, EC70 calcium; IANBD-labeled cardiac RTF, Ca2+ fluorescence; inhibition, % at 7.15 µM; actives 0.12% (n = 340,000); AID 493244, 2011;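 active = inhibition above the mean inhibition of all tested compounds plus 3 SD, cut at about 17% in these data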;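 also: assay run at fixed EC70 calcium of 1.6 mM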
Active calls of the source: *; / = no result given.

SMILES	Arr AP2 block	C-LANA FP	SR-BI DiI inh	NSD2 inh	DAGLB inh	PKA-R2B act	PvdQ acylase	Keap1 Nrf2 FP	SR-BI DiI-HDL act	Cardiac RTF inh
Cc1nc(C2CC(=O)OC23CCCCC3)cs1 (stereo not drawn)	0	1.3	-3	/	-1	4	-5	-5	10	-3
Cc1ccc(S(=O)(=O)N2CCCC2)cc1C(=O)N1CCN(Cc2ccccc2)CC1	23	-0.1	-13	6	0	-4	-9	-1	13	12
CCOCCCNC(=O)Cn1cc2c(n1)CCCCC2	-3	0.6	-19	/	0	2	-3	2	19	-1
COC(=O)c1ccccc1NC(=O)C1CC(c2ccc(F)cc2)=NO1 (stereo not drawn)	39	-0.1	16	2	-3	-2	7	-3	-16	-7
O=C(OCN1C(=O)c2ccccc2C1=O)c1ccccc1	6	0.8	2	1	-7	-10	11	9	-2	-8
CCC(C)C(=O)Nc1nnc(SCC(=O)N2C(C)CCCC2C)s1 (stereo not drawn)	28	-1.0	/	0	-1	-10	0	2	/	-6
COc1ccc(NCc2nnc(SCC(=O)NNC(=O)c3ccc(C)cc3)n2C)cc1	40	0.3	9	0	-1	-2	-2	5	-9	-7
Cc1ccc2c(c1)C1CN(C)CCC1N2C(=O)COc1ccc(N(C)C(=O)C(C)(C)C)cc1 (stereo not drawn)	13	0.6	-11	14	0	-8	4	-1	11	-4
O=C(CCCCCN1C(=O)CCC1=O)Nc1ncn[nH]1	-5	0.7	-24	-1	-2	-7	-23	-3	24	-10
O=C1c2ccccc2C(O)N1c1ccccc1 (stereo not drawn)	6	0.4	-21	-4	-1	-6	8	1	21	0
COc1ccc(CN2CSC(=S)N(Cc3ccc(OC)cc3)C2)cc1	-23	-2.7	1	-2	-2	5	-4	1	-1	-4
CC1CC(C)CN(S(=O)(=O)c2ccc3c(c2)oc(=O)n3CC(=O)N(C)Cc2ccccc2)C1 (stereo not drawn)	0	-1.0	-2	/	-3	-14	-12	-2	2	-13
COc1ccc(NC(=O)c2ccccc2Cl)cc1NC(=O)CN1CCOCC1	-2	-0.2	32	-2	3	8	6	2	-32	-2
COc1ccc(C(=O)N(C)Cc2ccc(C)o2)cc1OC1CCN(C(C)=O)CC1	61*	-0.7	-1	47	1	9	9	1	1	-9
CCc1ccc(NC(=O)C2CC(=O)N=C(N)S2)cc1 (stereo not drawn)	4	0.5	-3	-2	-2	8	-18	-1	3	2
Cc1ccc(-n2ncc3c(Nc4cccc(C(=O)O)c4)ncnc32)cc1	-6	-0.5	1	0	3	-5	6	3	20	0
N/C(=N\OC(=O)c1ccccc1Cl)c1ccccn1	10	-1.6	-3	0	-2	-6	-6	1	3	-4
S=C(NCc1cccnc1)NCc1cccnc1	-4	1.3	-12	-4	-8	-8	-22	-3	12	-9
COC(=O)C1CC(O)C(O)C(O)C1 (stereo not drawn)	27	1.6	0	/	-2	-7	-6	-2	0	-6
C=CCNC(=O)c1c[nH]c2ccc(S(=O)(=O)N(C)c3ccc(OCC)cc3)cc2c1=O	7	-0.1	-6	4	-1	-5	7	-2	6	-1
Cc1oc2c(c(C)cc3oc(=O)c(CC(=O)NCCCN4CCCC4=O)c(C)c32)c1C	25	0.3	16	/	-2	-18	-6	-4	-16	-3
Cc1cc(NC(=S)Nc2ccc(C)c(Cl)c2)n[nH]1	1	1.3	-10	-4	-1	7	-16	-8	10	1
CCc1nc2ccccc2c(=O)n1NC(=O)c1c(O)c2ccccc2n(CC)c1=O	-6	-0.7	-19	2	3	-6	-9	-5	19	-3
CCCCN(Cc1cccs1)S(=O)(=O)c1ccc(-c2ccc(=O)[nH]n2)s1	3	0.3	17	2	3	-3	-12	3	-17	-7
CCCn1c(O)c(N=NC(=O)CNC(=O)c2ccncc2)c2ccccc21	24	-0.1	6	0	0	-6	6	0	-6	2
CC1(C)Cc2c(sc(NC(=O)c3ccc(S(=O)(=O)N4CCCC4)cc3)c2C#N)C(C)(C)N1	-9	-2.4	0	1	0	-7	-12	2	0	4
COc1ccc(Oc2nc3c(C)cccn3c(=O)c2/C=C(\C#N)C(N)=O)cc1	-4	0.1	12	2	1	-3	4	0	-12	3
CCN(C(=O)c1ccccc1Cl)c1ccccc1	29	-1.4	1	-5	-2	-6	5	-8	-1	-3
O=c1cc(-c2ccccc2O)nc(-c2ccccc2)[nH]1	5	0.9	-10	7	3	1	-11	-1	10	-5
Cc1ccc(-n2c(O)c(/C=N/c3ncn[nH]3)c3ccccc3c2=O)cc1	/	1.4	1	1	-2	-1	17	1	-1	-2
O=C(COc1nnnc2ccccc12)N1CCCc2ccccc21	-2	-1.3	14	-1	-1	-1	-17	-9	/	0
O=C(Nc1ccc(F)cc1)c1ccccc1NC(=O)C1CCCCC1C(=O)O (stereo not drawn)	-6	2.0	-26	1	-2	-9	-1	-1	26	1
O=C(NCCc1c[nH]c2ccccc12)C1CCCN(S(=O)(=O)c2ccccc2)C1 (stereo not drawn)	-25	0.1	/	4	2	0	-8	-2	/	-4
O=C(CSc1nnc(-c2ccco2)c(-c2ccco2)n1)Nc1ccccc1	8	6.2	33	11	4	0	0	-1	-33	1
O=C(Nc1nnc(-c2ccncc2)o1)c1cccc(N2C(=O)CCC2=O)c1	21	-0.9	-3	-6	-3	-8	29	0	3	-6
Cn1c(=O)oc2cc(S(=O)(=O)NCCC(=O)NCCc3ccccc3)ccc21	13	-0.8	17	/	1	4	-10	3	-17	-3
COc1ccc(Cl)cc1-n1c(=S)sc2c(=O)[nH]c(SCC(=O)NCCC(C)C)nc21	3	-0.1	-2	/	5	6	-9	2	2	-2
CCC(C)NC(=O)CN(c1ccc(OC)cc1)S(=O)(=O)c1ccc(NC(C)=O)cc1 (stereo not drawn)	30	-2.8	3	-1	-3	-6	11	-1	-3	2
O=C(Nc1nc(=O)c2ccccc2s1)c1ccc(Cl)cc1	21	-0.9	-4	-1	-2	-1	4	0	4	6
Fc1ccc(CSc2nnc(-c3ccco3)o2)cc1	-12	-0.3	21	-1	-7	4	-12	-6	-21	-9

Random excerpt: 2 compounds from above
SMILES	Arr AP2 block	C-LANA FP	SR-BI DiI inh	NSD2 inh	DAGLB inh	PKA-R2B act	PvdQ acylase	Keap1 Nrf2 FP	SR-BI DiI-HDL act	Cardiac RTF inh
CCN(C(=O)c1ccccc1Cl)c1ccccc1	29	-1.4	1	-5	-2	-6	5	-8	-1	-3
Cn1c(=O)oc2cc(S(=O)(=O)NCCC(=O)NCCc3ccccc3)ccc21	13	-0.8	17	/	1	4	-10	3	-17	-3

(cont.)
SMILES	Arr AP2 block	C-LANA FP	SR-BI DiI inh	NSD2 inh	DAGLB inh	PKA-R2B act	PvdQ acylase	Keap1 Nrf2 FP	SR-BI DiI-HDL act	Cardiac RTF inh
O=C(Cc1ccccc1)NN1C(=O)C2C3C=CC(C3)C2C1=O (stereo not drawn)	3	-1.5	-10	-8	0	-5	0	-1	10	3
CN(C)CCCCOc1cccc(Br)c1	3	-0.6	-12	4	0	-3	5	-2	12	-2
CC1CCCC(C)N1C(=O)CSc1nnc(-c2c[nH]c3ccccc23)o1 (stereo not drawn)	13	-0.3	-2	-5	-2	-1	5	0	2	2
COc1ccc(CN2c3c(Br)cccc3C(=O)CS2(=O)=O)cc1	-3	0.2	-13	/	30	-1	6	1	13	-7
CCCCN(C(=O)CC1CCCCC1)c1c(N)n(CC(C)C)c(=O)[nH]c1=O	-32	/	0	-4	-1	-2	-16	50*	0	-10
CN1C[C@@H]2[C@@H]3C(=O)N(C)C(=O)[C@@H]3[C@](C)(C1=O)N2C(=O)c1ccc(C(F)(F)F)cc1	-4	3.6	-3	/	1	-4	-13	2	3	-6
CCCn1c(=O)c2ccccc2n2c(SCc3cc(=O)oc4ccc5ccccc5c34)nnc12	-9	3.4	-29	2	-1	-6	-12	-2	29	-3
COc1ccccc1OCC(=O)OC/C(O)=C(\C#N)c1nc2ccccc2[nH]1	2	-1.2	-10	8	0	2	-12	-8	10	-12
CC(C)NCC(O)COc1c(F)cc(Br)cc1F (stereo not drawn)	-3	0.0	-6	9	-1	-6	-13	1	6	-2

A different layout for seven compounds above:
Order of results: Arr AP2 block | C-LANA FP | SR-BI DiI inh | NSD2 inh | DAGLB inh | PKA-R2B act | PvdQ acylase | Keap1 Nrf2 FP | SR-BI DiI-HDL act | Cardiac RTF inh
O=C(CSc1nnc(-c2ccco2)c(-c2ccco2)n1)Nc1ccccc1
  8 | 6.2 | 33 | 11 | 4 | 0 | 0 | -1 | -33 | 1
CN1C[C@@H]2[C@@H]3C(=O)N(C)C(=O)[C@@H]3[C@](C)(C1=O)N2C(=O)c1ccc(C(F)(F)F)cc1
  -4 | 3.6 | -3 | / | 1 | -4 | -13 | 2 | 3 | -6
COc1ccc(Cl)cc1-n1c(=S)sc2c(=O)[nH]c(SCC(=O)NCCC(C)C)nc21
  3 | -0.1 | -2 | / | 5 | 6 | -9 | 2 | 2 | -2
Cc1oc2c(c(C)cc3oc(=O)c(CC(=O)NCCCN4CCCC4=O)c(C)c32)c1C
  25 | 0.3 | 16 | / | -2 | -18 | -6 | -4 | -16 | -3
Cc1ccc(-n2c(O)c(/C=N/c3ncn[nH]3)c3ccccc3c2=O)cc1
  / | 1.4 | 1 | 1 | -2 | -1 | 17 | 1 | -1 | -2
O=C(Nc1nc(=O)c2ccccc2s1)c1ccc(Cl)cc1
  21 | -0.9 | -4 | -1 | -2 | -1 | 4 | 0 | 4 | 6
CCC(C)C(=O)Nc1nnc(SCC(=O)N2C(C)CCCC2C)s1 (stereo not drawn)
  28 | -1.0 | / | 0 | -1 | -10 | 0 | 2 | / | -6
